Screens from PubChem.
Yp Topo-I inh = inhibitors of Yersinia pestis topoisomerase I | Y. pestis Topo-I cleavage product accumulation, plate reader | activity, % at 10 µM | 0.064% of 360,000 active | AID 504884; in the data active = activity above about 50%, passing the limit was not always enough; inconclusive = no clear call, values can overlap the other calls; note: inactives centre near 2
BoNT-F LC inh = BoNT F light chain protease inhibition | Multiplex microsphere protease cleavage assay, flow cytometry | inhibition, % at 10 µM | 0.22% of 360,000 active; in the data active = inhibition above about 35%, passing the limit was not always enough; inconclusive = no clear call, values can overlap the other calls; note: plate controls were buffer without enzyme for full effect and enzyme alone for no effect
FadD28 FP inh = blocks FadD28 binding to the bisubstrate probe | fluorescence polarization | inhibition, % at 12.5 µM | 0.22% of 360,000 active | AID 588549; in the data active = inhibition above about 8.5%, passing the limit was not always enough; inconclusive = no clear call, values can overlap the other calls
BoNT-A LC inh2 = BoNT A light chain protease inhibition; inhibition, % at 10 µM; multiplex microsphere protease substrate cleavage, flow cytometry; 0.17% of 360,000 active; note: plate controls were buffer without enzyme for full effect and enzyme alone for no effect
TcdB GH inh = inhibitors of Clostridioides difficile toxin B glycohydrolase; P18177; TcdB glycohydrolase enzymatic assay, plate reader; inhibition, % at 9.99 µM; 0.24% of 350,000 active; AID 652162; in the data active = inhibition above about 10%
PfHsp40 rescue = compounds rescuing yeast from Plasmodium falciparum HSP40 toxicity; S. cerevisiae expressing PfHsp40, growth rescue, ATP luminescence; growth rescue, % at 12.5 µM; 0.68% of 340,000 active; AID 504582; in the data active = growth rescue above about 28%, passing the limit was not always enough; inconclusive = no clear call, values can overlap the other calls;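 note: yeast W303a lacking pdr1 and pdr3 grown in galactose medium; growth measured after three days at 30 °C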
CCHF vOTU inh = CCHFV vOTU protease inhibition. Pep-AMC fluorescence. 0.55% of 370,000 active. inhibition, % at 11.5 µM; in the data active = inhibition above about 30%; note: 0% = vehicle wells with enzyme and 100% = no enzyme wells
PrPC surface inh = reduces human prion protein on the cell surface | AID 720596 | cell surface PrPC, TR-FRET read-out | inhibition, % at 13.8 µM | P04156 | 0.43% of 370,000 active; in the data active = inhibition above about 24%; note: 0% = median of the test wells and 100% = reference compound wells
Anthrax LF prot = inhibitors of Bacillus anthracis lethal factor protease; inhibition, % at 10 µM; multiplex microsphere protease cleavage assay, LF; P15917; 0.12% of 360,000 active; note: plate controls were buffer without enzyme for full effect and enzyme alone for no effect
Target sequence (P15917 whole entry, looked up): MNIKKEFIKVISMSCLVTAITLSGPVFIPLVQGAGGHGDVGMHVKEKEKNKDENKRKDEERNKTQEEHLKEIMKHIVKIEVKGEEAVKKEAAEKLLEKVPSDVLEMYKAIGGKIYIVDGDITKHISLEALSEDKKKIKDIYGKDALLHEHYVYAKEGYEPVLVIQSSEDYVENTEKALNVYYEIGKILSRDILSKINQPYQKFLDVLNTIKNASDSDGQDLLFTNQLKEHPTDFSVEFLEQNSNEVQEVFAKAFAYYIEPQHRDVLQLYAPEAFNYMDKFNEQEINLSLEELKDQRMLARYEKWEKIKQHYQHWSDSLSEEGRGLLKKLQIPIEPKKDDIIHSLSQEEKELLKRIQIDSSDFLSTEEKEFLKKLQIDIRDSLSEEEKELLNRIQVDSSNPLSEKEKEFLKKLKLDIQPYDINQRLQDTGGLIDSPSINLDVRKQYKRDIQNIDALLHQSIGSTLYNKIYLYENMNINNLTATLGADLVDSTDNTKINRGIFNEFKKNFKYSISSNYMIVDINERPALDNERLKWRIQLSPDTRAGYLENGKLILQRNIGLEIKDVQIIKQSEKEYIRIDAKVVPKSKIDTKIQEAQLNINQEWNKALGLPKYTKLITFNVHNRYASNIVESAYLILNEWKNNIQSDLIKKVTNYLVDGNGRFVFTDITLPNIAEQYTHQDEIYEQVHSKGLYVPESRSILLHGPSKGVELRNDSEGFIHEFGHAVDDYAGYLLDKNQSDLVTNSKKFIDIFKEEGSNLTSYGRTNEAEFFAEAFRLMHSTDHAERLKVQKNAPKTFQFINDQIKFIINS
* = called active by the depositor; ? = inconclusive; / = no result given. Cut-off read from the data, not from the text of the source, unless noted: active = inhibition above about 30%; inconclusive = no clear call, values can overlap the other calls; inactive = below that. The order is random; 2.3% or so of the library scored in one or more.

SMILES	Yp Topo-I inh	BoNT-F LC inh	FadD28 FP inh	BoNT-A LC inh2	TcdB GH inh	PfHsp40 rescue	CCHF vOTU inh	PrPC surface inh	Anthrax LF prot
COC(=O)c1cc(OC)c(OC)cc1NC(=O)CCN1C(=O)C2CCCCC2C1=O (configuration not stated)	-0.3	-7.3	-1.5	0.0	0.1	/	-0.7	2.4	-3.9
CC(C)CC1(C)NC(=O)N(CC(=O)NC(=O)Nc2ccc3c(c2)OCCO3)C1=O (configuration not stated)	-0.9	1.9	-0.6	0.2	/	0.3	6.3	-7.7	1.5
Cc1ccc(NC(=O)Nc2ccc3c(c2)OCO3)c(OC(F)F)c1	-2.6	0.8	1.2	-2.9	-1.8	-1.9	-1.1	14.5	-3.6
CC1(C)N=C(N)N=C(N)N1c1ccc(OCC(=O)N2CCOCC2)c(Cl)c1	3.1	0.1	-3.4	0.3	-12.6	/	-4.5	5.8	-6.8
Cc1nc2sc(C(c3cccs3)N3CC(C)CC(C)C3)c(O)n2n1 (configuration not stated)	3.1	-6.3	-4.7	0.6	1.8	-0.5	20.2	4.4	-0.1
COc1cccc(C(=O)NCCS(=O)(=O)NC2CCCC2)c1	-3.5	-5.0	-4.5	-0.5	4.0	-1.0	4.4	7.8	0.4
O=C(COc1ccccc1)Nc1nnc(S(=O)(=O)N2CCCC2)s1	-2.2	2.6	-2.1	1.9	-1.9	-1.2	-3.0	-0.8	3.7
CCN(CC)S(=O)(=O)c1cccc(C(=O)N/N=C(\C)c2cccs2)c1	-6.7	-3.0	-2.6	-0.9	-0.6	0.9	-0.1	6.0	-3.0
O=C(NC(c1ccccc1)c1ccc2ccccc2n1)C1CCN(CCOc2ccc(Cl)cc2)CC1 (configuration not stated)	21.7	-3.0	-3.7	-0.9	0.6	/	-2.4	-20.5	-2.0
CNC(=S)NCCc1ccccc1	5.0	13.4	-1.8	-0.1	2.1	-0.1	-12.6	-5.5	6.4
CCc1cc2c(NCCC(=O)O)nc(C)nc2s1	2.7	2.2	1.9	-0.1	/	0.4	-9.3	-5.0	-2.5
Nn1c(SCC(=O)NCC2CCCO2)nnc1-c1ccco1 (configuration not stated)	5.3	/	0.2	/	0.7	-0.3	0.1	4.4	/
CSc1c(C#N)c(N)c(C#N)c2c1COC(C)(C)C2	-7.1	4.6	0.4	2.3	3.1	-0.5	-37.8	1.9	-0.1
N#CCC(=O)Nc1ccc(C(=O)Nc2cccc(S(=O)(=O)N3CCCC3)c2)cc1	2.3	-5.4	-4.4	-0.5	0.6	/	-12.5	4.0	-6.7
COc1ccc(Cl)cc1NC(=S)NN1CCOCC1	-9.7	-1.2	-0.9	-0.2	-0.3	-0.2	-6.4	0.3	-2.9
O=C(Nc1ccc(CN2CCOCC2)cc1)c1ccc(Br)cc1	1.0	8.9	-3.5	-1.7	0.2	1.0	-14.7	3.6	1.1
COc1ccc(Cc2nnc(NC(=O)c3cc(OC)cc(OC)c3)s2)cc1	9.7	-13.6	-4.8	0.5	-4.7	-0.2	-5.9	4.4	6.7
Cc1cc(CN(C)C(=O)c2ccc(OC3CCN(CCc4ccccc4)CC3)cc2)on1	20.3	1.8	-4.0	-2.3	2.5	0.5	-1.1	-3.1	-2.6
O=C(O)C1=C[C@H](c2csc3ccccc23)C[C@H](OCc2ccc(CO)cc2)O1	8.5	3.4	-2.0	0.2	0.9	0.2	2.6	-5.9	-2.2
CCOc1ccc(OCc2ccc(C(=O)N3N=C(C(F)F)CC3(O)C(F)F)o2)cc1 (configuration not stated)	-5.1	-3.3	-1.9	-4.1	3.1	-1.6	0.7	-3.9	-3.6
COc1cc(OC)c(OC)cc1CN1CCN(Cc2ccc(SC)cc2)CC1	13.5	4.8	-2.9	0.3	1.2	0.6	2.2	-9.1	-4.2
CC(C)CCN(C(=O)c1csnn1)C(C(=O)NC1CCCC1)c1ccccc1 (configuration not stated)	15.7	-2.0	-2.8	2.6	2.0	-1.2	8.5	1.3	2.1
O=C(C1=COCCO1)N1CCN(S(=O)(=O)c2cccc(F)c2)CC1	3.3	-0.4	-1.4	5.0	0.3	2.5	-0.7	-4.5	4.1
O=C(CN1CCN(Cc2ccccc2Cl)CC1)N/N=C/C=C\c1ccccc1[N+](=O)[O-]	23.2	-2.3	-1.8	0.4	/	-2.1	/	/	0.9
Nc1ccn(Cc2ccc(F)cc2)n1	19.1	-0.5	-0.2	-0.6	1.6	0.0	-1.6	-4.6	3.9
Cc1cc(C)c(SCCc2ccncc2)c(C)c1	37.8	34.5	-2.3	-4.2	0.0	-0.4	-5.3	13.5	-5.7
CCN(CC)CCNC(CC(=O)Nc1ccc(Cl)cc1Cl)C(=O)O (configuration not stated)	0.0	4.7	-2.9	0.5	/	-0.1	1.6	0.0	-1.9
CN(C(=O)CCN1CCCO1)C1CCCN(Cc2ccccc2F)C1 (configuration not stated)	-11.2	/	-2.0	/	-0.6	-0.9	26.6	5.2	/
COc1ccc(N2C(=O)CC(N3CCCC4CCCCC43)C2=O)cc1 (configuration not stated)	-2.5	-5.1	0.8	0.0	/	-1.2	-5.7	-7.8	-6.0
CCOC(=O)/C=C/c1nc(C(=O)OCC)c(C)c(=O)[nH]1	5.7	?	-0.3	-0.6	0.8	-1.6	2.0	2.3	-3.7
FC(F)(F)c1nnc(Nc2ccc(Cl)cc2)s1	-4.5	/	-1.6	/	-0.4	0.8	-3.7	22.5	/
O=C(Nc1cccnc1)c1cccnc1Cl	-1.0	15.3	-3.4	1.4	/	-1.2	-10.8	2.4	-3.7
Nc1ccc(Cc2ccc(N)c(O)c2)cc1O	-37.5	-41.7	-4.9	-0.9	-0.2	-1.1	13.3	1.4	-17.6
COc1ccc(NC(=O)c2c[nH]c(=O)n(-c3ccc(C)c(C)c3)c2=O)cc1OC	-3.8	3.0	-1.9	-0.2	1.6	1.4	6.5	-2.8	-6.9
O=C(O)c1ccccc1NSc1ccccc1[N+](=O)[O-]	-7.7	1.6	-1.8	0.4	0.5	0.0	2.5	-10.3	-1.1
CCOC(=O)c1ccccc1NC(=O)COC(=O)c1ccc(OCC(=O)N2CCOCC2)c(OCC)c1	6.8	3.7	-0.6	0.1	2.1	-0.3	-10.5	4.1	-4.3
CCN(CC(=O)Nc1c(F)cccc1F)C(=O)CSC(=S)N1CCCC1	-9.7	-17.7	-0.2	-1.3	1.1	1.0	-5.8	-3.5	-7.7
COC(=O)C1=NNC2(c3ccc(C)cc3)C(=O)N(c3cccc(C)c3C)C(=O)C12 (configuration not stated)	11.0	-0.4	1.3	-0.4	/	-0.6	13.9	2.5	-8.9
COc1ccc2nc(SCCOC(=O)Nc3ccc(Cl)cc3)nc(C)c2c1	-5.7	-1.8	-1.3	0.7	/	6.4	6.3	-1.1	0.2
CCCN(Cc1ccccc1)S(=O)(=O)c1ccc(N2C(=O)CCC2=O)cc1	-4.5	-1.9	-1.8	-0.2	/	2.0	-5.5	7.0	-6.5
Cc1ccc(CSCC(=O)N(C)CC(=O)Nc2ccccc2C(F)(F)F)cc1	15.4	?	-1.4	?	2.7	0.6	3.6	5.7	?
CC1(C)Oc2ccc(C(=O)NC3CCCC3)cc2N(CC(=O)NC2CCCC2)C1=O	15.0	0.7	-0.8	1.8	/	-0.2	13.2	3.4	-2.0
CC(C)CCN1CCN(Cc2cccc(-n3cccn3)c2)CC1CCO (configuration not stated)	-5.6	-15.8	-1.5	-3.6	1.9	-1.6	-1.6	2.9	-7.6
CCOC(=O)C1=C(C)N=C2SC(CC)C(=O)N2C1c1cccc(F)c1 (configuration not stated)	3.2	24.6	0.4	1.5	/	1.4	-0.3	3.3	2.4
CCOC(=O)[C@H](O)[C@@H](O)c1cccc([C@H](O)[C@@H](O)C(=O)OCC)c1	-4.3	0.0	-4.2	0.2	1.3	5.4	-3.2	2.1	1.9
COc1ccc(OCCCC(=O)OC(C)C(=O)Nc2cccc(C(C)=O)c2)cc1 (configuration not stated)	4.2	-3.4	-0.9	1.1	-0.2	-1.0	19.9	2.4	16.9
N/C(=N\OC(=O)c1ccco1)c1ccccc1	0.5	20.9	-2.7	3.9	/	0.7	6.5	-6.5	3.0
CN(C)C(=O)C1C2NC(=S)N(c3cccc(Cl)c3)C1(C)Oc1ccc(Cl)cc12 (configuration not stated)	14.8	-7.4	0.0	0.6	-0.7	-0.5	-0.3	-2.6	-3.4
COc1ccc(Nc2nc3c(C)cccn3c(=O)c2C=O)cc1	0.3	-0.1	-3.8	-0.6	1.0	-0.6	-3.7	1.8	0.4
Cc1ccccc1N1CCN(C2CCCN(C(=O)CCc3c(C)noc3C)C2)CC1 (configuration not stated)	30.7	5.1	-2.0	1.0	-0.4	0.2	2.6	-1.8	-2.6
COc1cccc(CC(=O)N2CCCC(CO)(Cc3ccc(F)cc3F)C2)c1 (configuration not stated)	-14.4	?	-3.8	0.2	0.6	0.3	15.6	-2.0	7.8
NCCCC[C@@H]1NC(=O)c2cc([N+](=O)[O-])cc(I)c2SC[C@@H](C(=O)NCC(N)=O)NC(=O)CNC1=O	-7.9	3.2	-2.0	0.2	/	-0.3	/	/	-1.9
CNC(=O)CC1C(=O)N(c2ccc(Cl)cc2)C(=S)N1NC(=O)c1cccc(F)c1 (configuration not stated)	-5.9	-18.0	-3.6	-2.2	0.1	-2.3	11.7	5.7	-1.2
Cc1ccc(CNC(=O)OC2CC3CC2[C@H]2CCCCN2C3=O)cc1 (some centres not stated)	/	-5.5	/	-0.7	0.0	/	0.0	-2.4	-4.9

Entries shown so far that have fluorine, in the order listed:
SMILES	Yp Topo-I inh	BoNT-F LC inh	FadD28 FP inh	BoNT-A LC inh2	TcdB GH inh	PfHsp40 rescue	CCHF vOTU inh	PrPC surface inh	Anthrax LF prot
Cc1ccc(NC(=O)Nc2ccc3c(c2)OCO3)c(OC(F)F)c1	-2.6	0.8	1.2	-2.9	-1.8	-1.9	-1.1	14.5	-3.6
CCOc1ccc(OCc2ccc(C(=O)N3N=C(C(F)F)CC3(O)C(F)F)o2)cc1 (configuration not stated)	-5.1	-3.3	-1.9	-4.1	3.1	-1.6	0.7	-3.9	-3.6
O=C(C1=COCCO1)N1CCN(S(=O)(=O)c2cccc(F)c2)CC1	3.3	-0.4	-1.4	5.0	0.3	2.5	-0.7	-4.5	4.1
Nc1ccn(Cc2ccc(F)cc2)n1	19.1	-0.5	-0.2	-0.6	1.6	0.0	-1.6	-4.6	3.9
CN(C(=O)CCN1CCCO1)C1CCCN(Cc2ccccc2F)C1 (configuration not stated)	-11.2	/	-2.0	/	-0.6	-0.9	26.6	5.2	/
FC(F)(F)c1nnc(Nc2ccc(Cl)cc2)s1	-4.5	/	-1.6	/	-0.4	0.8	-3.7	22.5	/
CCN(CC(=O)Nc1c(F)cccc1F)C(=O)CSC(=S)N1CCCC1	-9.7	-17.7	-0.2	-1.3	1.1	1.0	-5.8	-3.5	-7.7
Cc1ccc(CSCC(=O)N(C)CC(=O)Nc2ccccc2C(F)(F)F)cc1	15.4	?	-1.4	?	2.7	0.6	3.6	5.7	?
CCOC(=O)C1=C(C)N=C2SC(CC)C(=O)N2C1c1cccc(F)c1 (configuration not stated)	3.2	24.6	0.4	1.5	/	1.4	-0.3	3.3	2.4
COc1cccc(CC(=O)N2CCCC(CO)(Cc3ccc(F)cc3F)C2)c1 (configuration not stated)	-14.4	?	-3.8	0.2	0.6	0.3	15.6	-2.0	7.8
CNC(=O)CC1C(=O)N(c2ccc(Cl)cc2)C(=S)N1NC(=O)c1cccc(F)c1 (configuration not stated)	-5.9	-18.0	-3.6	-2.2	0.1	-2.3	11.7	5.7	-1.2

Taken from the results shown, 2 compounds:
SMILES	Yp Topo-I inh	BoNT-F LC inh	FadD28 FP inh	BoNT-A LC inh2	TcdB GH inh	PfHsp40 rescue	CCHF vOTU inh	PrPC surface inh	Anthrax LF prot
Cc1ccc(CSCC(=O)N(C)CC(=O)Nc2ccccc2C(F)(F)F)cc1	15.4	?	-1.4	?	2.7	0.6	3.6	5.7	?
CC1(C)Oc2ccc(C(=O)NC3CCCC3)cc2N(CC(=O)NC2CCCC2)C1=O	15.0	0.7	-0.8	1.8	/	-0.2	13.2	3.4	-2.0
